AMA1 RON2 block = disrupts binding of P. falciparum AMA1 to RON2. AlphaScreen AMA1-biotinylated RON2 peptide binding. Potency, µM (series often up to 58.2 µM), for inactives: at the top dose activity change, negative = inhibition, actives largely listed as inhibitors. 360,000 tested, 0.2% active;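 also: 0% = vehicle wells and -100% = peptide control; nearly all actives have a fitted effect of over 45% in size; some results filed as inactive show a strong effect at the top dose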
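AMA1 (3D7) with his tag at 25 nM final met compounds first, then biotinylated RON2 peptide at 25 nM; detection used donor plus acceptor beads, 10 µg/mL apiece, read by AlphaScreen after 30 min at room temperature.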
TbPYK inhibitor = T. brucei pyruvate kinase inhibition. Q57TT1. TbPYK enzyme, Kinase-Glo Plus ATP luminescence, 45 min. Potency, µM (top dose mostly 76.8 µM), without a hit: at the top dose activity, negative = inhibition, usual class: inhibitors. 410,000 tested, 0.12% active; also: nearly all actives have a fitted effect of over 50% in size
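Screened from lowest to highest concentration, compounds were pinned into TbPYK/substrate mixtures, and ADP (130 uM final) was added. Plates sat at room temperature for 45 min prior to Kinase-Glo Plus detection by luminescence.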
An asterisk follows results filed as active; [ ] = another dose, or the depositor's remark. Calls follow the shape of the dose curve; as a rule, active = well fitted curve in the direction sought with a large enough effect; inconclusive = small, poorly fitted or top-dose-only effect, or another doubt; inactive = no such curve, though single readings can be large; an effect the other way counts as inactive or inconclusive. Unless noted, % is scaled to controls: 0 for no effect and ±100 for the full control effect; potency is read from the fitted curve at half-maximal effect.

`CCCCn1nnnc1C(c1ccccc1OC(F)(F)F)N1CCN(C/C=C/c2ccccc2)CC1` (stereo not given) gave AMA1 RON2 block -27% and TbPYK inhibitor -3%.
Screening CCN1C[C@@H]2[C@@H]3C(=O)N(C)C(=O)[C@@H]3[C@](CC)(C1=O)N2C(=O)c1ccc(Cl)cc1 returned AMA1 RON2 block 5% and TbPYK inhibitor 2%.
For Cc1cccc(C)c1-n1nnnc1SCc1nc(N)nc(N(C)C)n1 the results were AMA1 RON2 block 4% and TbPYK inhibitor 5%.
For O=C(CN1CCN(c2ccccc2F)CC1)NC(=O)NC1CCCCC1 the results were AMA1 RON2 block 8% and TbPYK inhibitor 1%.
Screening NS(=O)(=O)c1ccc(CCNc2ccn3nc(-c4ccc(OCCN5CCOCC5)cc4)cc3n2)cc1 returned AMA1 RON2 block -10% and TbPYK inhibitor 1%.
Screening O=C(O)C1=C[C@H](c2ccccc2)C[C@H](OCCCCO)O1 returned AMA1 RON2 block 12% and TbPYK inhibitor -9%.
Screening CC(C)Oc1cccc(C(=O)Nc2nnc([C@@H]3C[C@H](O)[C@@H](CO)O3)s2)c1 returned AMA1 RON2 block 2% and TbPYK inhibitor -1%.
Screening C[C@H]1CN([C@@H](C)CO)C(=O)c2cc(C3=CCCC3)cnc2O[C@@H]1CN(C)C(=O)c1ccncc1 returned AMA1 RON2 block 8% and TbPYK inhibitor -11%.
O=C(COC(=O)Cn1nnc(-c2ccccc2)n1)Nc1ccccc1Br was read as AMA1 RON2 block -1% and TbPYK inhibitor 3%.
COc1ccc(C2OCC(C)([N+](=O)[O-])CO2)cc1 (stereo not given) was read as AMA1 RON2 block 17% and TbPYK inhibitor 1%.
For CC(C)(C)NC(=O)C[C@H]1C[C@H](C(=O)N2CCCCC2)[C@@]2(CCc3ccccc3)c3[nH]c4cc(-c5ccco5)ccc4c3CCN2C1=O the results were AMA1 RON2 block -19% and TbPYK inhibitor 0%.
Screening CN(C)c1cccc(C(=O)N/N=C/c2ccoc2)c1 returned AMA1 RON2 block 5% and TbPYK inhibitor -4%.
Screening Cc1ccc(C(=O)Nc2nnc([C@H]3C[C@H](O)[C@@H](CO)O3)s2)cc1 returned AMA1 RON2 block 18% and TbPYK inhibitor 3%.
COc1cccc(-n2cc(CN(C)C(=O)C3CCC(=O)N(C4CC4)C3)cn2)c1 (stereo not given) was read as AMA1 RON2 block 2% and TbPYK inhibitor -3%.
O=C(Nc1cccc(C(F)(F)F)c1)c1csc([C@@H]2C[C@H](O)[C@@H](CO)O2)n1 was read as AMA1 RON2 block 9% and TbPYK inhibitor 3%.
`O=C(CN1C(=O)C(=O)N(Cc2ccco2)C1=O)Nc1ccccc1` gave AMA1 RON2 block 14% and TbPYK inhibitor 2%.
For COc1c2ccccc2nn1C(C)C the results were AMA1 RON2 block 2% and TbPYK inhibitor 6%.
Screening COc1ccc(OC)c(CN2C(=O)c3ccccc3C2c2nnnn2-c2c(C)cccc2C)c1 (stereo not given) returned AMA1 RON2 block -16% and TbPYK inhibitor 3%.
`COc1cc2c(cc1OC)C(Cc1cc(OC)c(OC)cc1[N+](=O)[O-])=NCC2` gave AMA1 RON2 block 0% and TbPYK inhibitor -12%.
For O=C(NN=Cc1ccc(Cl)cc1Cl)C1CC1 the results were AMA1 RON2 block 14% and TbPYK inhibitor -3%.
Screening O=C(CN1C(=O)NC(Cc2c[nH]c3ccccc23)C1=O)Nc1ccc(F)cc1F (stereo not given) returned AMA1 RON2 block -8% and TbPYK inhibitor -2%.
For C[C@@H]1CN([C@@H](C)CO)C(=O)CCCn2nncc2CO[C@H]1CN(C)C(=O)Nc1ccnc(N2CCOCC2)c1 the results were AMA1 RON2 block 7% and TbPYK inhibitor 2%.
`Clc1ccc(-c2ccc(-c3nn4c(-c5ccco5)nnc4s3)o2)cc1` gave AMA1 RON2 block 10% and TbPYK inhibitor -22%.
`Oc1c(Br)cc(-c2ccccc2)cc1Br` gave AMA1 RON2 block -6% and TbPYK inhibitor -1%.
Cc1ccc(Cl)c(NC(=O)COC(=O)c2cc[n+]([O-])cc2)c1Cl was read as AMA1 RON2 block 0% and TbPYK inhibitor 2%.
Screening CN(C)CC(O)c1ccc(C=Cc2ccc(Cl)cc2)cc1 (stereo not given) returned AMA1 RON2 block -11% and TbPYK inhibitor -13%.
`COc1ccccc1-c1cc(NC=O)c2ncc(-c3cccc(C(F)(F)F)c3)n2c1` gave AMA1 RON2 block 12% and TbPYK inhibitor -3%.
COC(=O)C1(C(=O)OC)C(C(=O)c2ccccc2)C1c1ccccc1 (stereo not given) was read as AMA1 RON2 block 6% and TbPYK inhibitor 1%.
For C(=NN1CCCCCC1)c1ccccc1 the results were AMA1 RON2 block -19% and TbPYK inhibitor -19%.
COc1cccc(C(NC(C)=O)c2nc(-c3cccc(NC(C)=O)c3)cs2)c1 (stereo not given) was read as AMA1 RON2 block -5% and TbPYK inhibitor 0%.
For CC1Sc2ccccc2N(Cc2ccccc2)C1=O (stereo not given) the results were AMA1 RON2 block -1% and TbPYK inhibitor 3%.
`CCS(=O)(=O)N1CCN(C(=O)c2ccc3nc(C)c(N(C)C(=O)CCc4ccccc4)n3c2)CC1` gave AMA1 RON2 block -7% and TbPYK inhibitor 1%.
`CCn1c(CCC(=O)O)nc2cc(S(=O)(=O)N3CCOCC3)ccc21` gave AMA1 RON2 block 3% and TbPYK inhibitor -1%.
`CN(CC(=O)Nc1cc(S(=O)(=O)N2CCCC2)ccc1Cl)Cc1nc2ccccc2c(=O)[nH]1` gave AMA1 RON2 block 129%[activator] and TbPYK inhibitor 0%.
`c1ccc(CCNc2ccccn2)nc1` gave AMA1 RON2 block -5% and TbPYK inhibitor -1%.
`Cc1ccc(NC(=O)COC(=O)CCC2CCCC2)cc1S(=O)(=O)N1CCOCC1` gave AMA1 RON2 block -13% and TbPYK inhibitor 1%.
O=c1[nH]cncc1OCc1ccccc1 was read as AMA1 RON2 block 13% and TbPYK inhibitor 1%.
c1ccc(-c2cc3ccccc3cn2)cc1 was read as AMA1 RON2 block 18% and TbPYK inhibitor -5%.
Screening O=C(NCc1ccncc1)c1csc([C@@H]2C[C@H](O)[C@@H](CO)O2)n1 returned AMA1 RON2 block 3% and TbPYK inhibitor 7%.
Screening COc1cc(NC(=O)C2(C)CCCN2C)cc(OC)c1OC (stereo not given) returned AMA1 RON2 block 7% and TbPYK inhibitor 2%.
Screening CC(C)(C)C(=O)N1Cc2cc(-c3cccc(F)c3)ccc2-n2nncc2C1 returned AMA1 RON2 block 5% and TbPYK inhibitor 0%.
`COc1ccc(OCC(=O)Nc2ccc3c(c2)nc(CCN2CCN(c4ccccn4)CC2)n3C)cc1` gave AMA1 RON2 block -14% and TbPYK inhibitor -3%.
For COCCNC(=O)C1(C)CCCN(Cc2cccc(OC(=O)c3ccccc3)c2)C1 (stereo not given) the results were AMA1 RON2 block 0% and TbPYK inhibitor -2%.
C=CC1=CCN(S(=O)C(C)(C)C)[C@@H]1CCO (stereo not given in full) was read as AMA1 RON2 block 42%[activator] and TbPYK inhibitor 7%.
Screening Cc1ccc(OCCNC(=O)CCc2ccccc2)cc1C returned AMA1 RON2 block -25% and TbPYK inhibitor 2%.
For COc1ccc(N=Nc2c(N)nn(C)c2N)cc1 the results were AMA1 RON2 block 12% and TbPYK inhibitor 0%.
CC1(C(=O)NCCc2c[nH]c3ccccc23)CCN1Cc1csc2ccccc12 (stereo not given) was read as AMA1 RON2 block -7% and TbPYK inhibitor 8%.
For CON(C)S(=O)(=O)c1cccc(C(=O)N(CC(=O)Nc2ccccc2C(F)(F)F)Cc2ccco2)c1 the results were AMA1 RON2 block -6% and TbPYK inhibitor -4%.
For CC1(C(=O)NS(=O)(=O)c2ccc(Cl)s2)CCN1C(=O)CCc1ccccc1 (stereo not given) the results were AMA1 RON2 block -7% and TbPYK inhibitor -9%.
C[C@H](NC(=O)c1ccco1)C(=O)Nc1cc(S(=O)(=O)N2CCCC2)ccc1OCC(F)(F)F was read as AMA1 RON2 block 1% and TbPYK inhibitor -8%.
Cc1ccc(S(=O)(=O)NCCC(=O)N2CCN(c3ccccc3)CC2)cc1C was read as AMA1 RON2 block 3% and TbPYK inhibitor 7%.
O=C(NNc1ccccc1)c1ccc(Cl)c(Cl)c1 was read as AMA1 RON2 block 1% and TbPYK inhibitor -4%.
CSc1ncnc2[nH]ccc12 was read as AMA1 RON2 block -3% and TbPYK inhibitor -7%.
CN(Cc1ccccc1)C(=O)COC(=O)c1c[nH]c2ccccc12 was read as AMA1 RON2 block 0% and TbPYK inhibitor 3%.
Nc1nc(-c2ccccc2)c(CCCOc2ccc(NC(=O)CBr)cc2)c(=O)[nH]1 was read as AMA1 RON2 block 9% and TbPYK inhibitor 0%.
Nc1ncc(-c2ccc(F)cc2)nc1N1CCN(CCO)CC1 was read as AMA1 RON2 block 11% and TbPYK inhibitor 3%.
`CSc1ncnc2c1ncn2CCCNCCCc1ccccc1` gave AMA1 RON2 block -3% and TbPYK inhibitor 3%.
Screening Brc1ccc(-c2nnc3sc(CN4CCc5ccccc5C4)cn23)cc1 returned AMA1 RON2 block -5% and TbPYK inhibitor 6%.
COc1ccc(C(=O)C(=NNc2ccccc2)c2ccc(OC)cc2)cc1 was read as AMA1 RON2 block -26% and TbPYK inhibitor 0%.
COCCNC(=O)C1(C)CCCN(Cc2cc(-c3ccccc3)n(C)n2)C1 (stereo not given) was read as AMA1 RON2 block 1% and TbPYK inhibitor 4%.
Screening COc1cccc(C(O)c2nc(-c3cccc(C#N)c3)cs2)c1 (stereo not given) returned AMA1 RON2 block -2% and TbPYK inhibitor 2%.
Screening O=C(Nc1ccc(F)c(Cl)c1)c1cc(C2CCCN(S(=O)(=O)c3cccc4cccnc34)C2)on1 (stereo not given) returned AMA1 RON2 block -4% and TbPYK inhibitor 5%.
`CN(Cc1ccc(F)cc1)S(=O)(=O)c1ccc2[nH]c(=O)[nH]c2c1` gave AMA1 RON2 block 10% and TbPYK inhibitor 0%.
For CCc1nc2ccc(C(=O)NCCCn3ccnc3)cn2c1N(C)Cc1cc2ccccc2s1 the results were AMA1 RON2 block 12% and TbPYK inhibitor -9%.
COc1cc(C(=O)OCC(=O)N2CCN(S(=O)(=O)c3ccc(C)cc3C)CC2)c([N+](=O)[O-])cc1OC was read as AMA1 RON2 block 13% and TbPYK inhibitor 2%.
Screening Cc1cc(OCCCC(=O)NCCc2nnc3ccccn23)ccc1Cl returned AMA1 RON2 block 6% and TbPYK inhibitor 3%.
For O=C1OC(CCl)CN1Cc1ccc([N+](=O)[O-])cc1 (stereo not given) the results were AMA1 RON2 block -3% and TbPYK inhibitor 2%.
`Clc1cccc(CNc2ccn3nc(-c4ccco4)cc3n2)c1` gave AMA1 RON2 block -12% and TbPYK inhibitor -5%.
`O=C(O)c1ccccc1NS(=O)(=O)c1ccc(NN=Cc2cccc(Cl)c2)c([N+](=O)[O-])c1` gave AMA1 RON2 block -15% and TbPYK inhibitor -1%.
`Cc1ccc(Cc2c(-c3ccc(C#N)cc3)nc3ccc(Cl)cn23)cc1` gave AMA1 RON2 block 1% and TbPYK inhibitor 0%.
`CN(CCO)c1cccc2c1S(=O)(=O)N[C@H](Cc1ccccc1)CO2` gave AMA1 RON2 block 1% and TbPYK inhibitor -6%.
`CSCCC1NC(=O)C(C(C)=NNC(N)=O)=C1O` (stereo not given) gave AMA1 RON2 block 27% and TbPYK inhibitor 4%.
For CCOC(=O)C1(C)CCN1C(=O)c1ccc(OC)cc1 (stereo not given) the results were AMA1 RON2 block 0% and TbPYK inhibitor 1%.
For Cc1ccc2cc(NC(=O)C3(C)CCN3CC(C)C)ccc2n1 (stereo not given) the results were AMA1 RON2 block 0% and TbPYK inhibitor -3%.
O=C(Oc1nsnc1N1CCOCC1)N1CCCCC1 was read as AMA1 RON2 block 12% and TbPYK inhibitor -2%.
CCc1nnc(NC(=O)COC(=O)c2cc(OC)cc(OC)c2)s1 was read as AMA1 RON2 block 24% and TbPYK inhibitor -5%.
CCCCCCN1C[C@H](O)[C@@H](n2cc(COC(=O)c3ccccc3)nn2)C[C@@H]1c1ccc(Cl)cc1 was read as AMA1 RON2 block -7% and TbPYK inhibitor 4%.

7 compounds picked at random from the list so far:
Screening COc1cccc(C(O)c2nc(-c3cccc(C#N)c3)cs2)c1 (stereo not given) returned AMA1 RON2 block -2% and TbPYK inhibitor 2%.
For CCOC(=O)C1(C)CCN1C(=O)c1ccc(OC)cc1 (stereo not given) the results were AMA1 RON2 block 0% and TbPYK inhibitor 1%.
For CCc1nc2ccc(C(=O)NCCCn3ccnc3)cn2c1N(C)Cc1cc2ccccc2s1 the results were AMA1 RON2 block 12% and TbPYK inhibitor -9%.
CCCCCCN1C[C@H](O)[C@@H](n2cc(COC(=O)c3ccccc3)nn2)C[C@@H]1c1ccc(Cl)cc1 was read as AMA1 RON2 block -7% and TbPYK inhibitor 4%.
Screening O=C(Nc1ccc(F)c(Cl)c1)c1cc(C2CCCN(S(=O)(=O)c3cccc4cccnc34)C2)on1 (stereo not given) returned AMA1 RON2 block -4% and TbPYK inhibitor 5%.
`Clc1cccc(CNc2ccn3nc(-c4ccco4)cc3n2)c1` gave AMA1 RON2 block -12% and TbPYK inhibitor -5%.
`CSCCC1NC(=O)C(C(C)=NNC(N)=O)=C1O` (stereo not given) gave AMA1 RON2 block 27% and TbPYK inhibitor 4%.

These rows are one share of the data, so the mix of outcomes need not match the whole.
